G9a block – G9a (human) methyltransferase inhibition | Potency, µM (doses to about 102 µM), inactives show at the highest dose activity, negative = inhibition, hits mostly inhibitors | actives 8.8% (n = 350,000) | Q96KQ7 | G9a H3K9 monomethylation, AlphaScreen, 2 h; further: potency means the concentration at half of the fitted maximal effect; on the % scale 0 is the no-effect control and ±100 the full control effect; nearly all actives have a fitted effect of over 75% in size
Target sequence (Q96KQ7 913-1193 limits assumed): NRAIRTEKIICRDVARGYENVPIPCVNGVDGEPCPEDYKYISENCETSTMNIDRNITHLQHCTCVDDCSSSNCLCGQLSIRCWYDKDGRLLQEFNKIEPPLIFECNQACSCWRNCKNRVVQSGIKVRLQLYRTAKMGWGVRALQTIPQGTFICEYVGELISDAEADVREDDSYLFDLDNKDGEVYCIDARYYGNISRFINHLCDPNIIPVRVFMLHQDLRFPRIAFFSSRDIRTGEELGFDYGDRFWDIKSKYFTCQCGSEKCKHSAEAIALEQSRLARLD
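AlphaScreen detection with an anti-monomethyl H3K9 antibody quantified product after a 2 h room-temperature reaction containing 500 nM biotinylated H3K9 peptide, 20 µM SAM and 20 nM enzyme, which had been preincubated 15 min with compound.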
GLS inhibitor – inhibitors of human glutaminase (GLS) | Potency, µM (series often up to 45.5 µM), without a hit: at the highest dose activity change, negative = inhibition, hits mostly inhibitors | actives 0.21% (n = 410,000) | GLS enzymatic activity, qHTS titration; further: potency means the concentration at half of the fitted maximal effect; on the % scale 0 is the no-effect control and ±100 the full control effect
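hKGA; 45 mM KH2PO4 pH 8.2 + 0.02% Tween-20; cpd via pin tool; 1 mM Gln soln; GluOx/HRP/Amplex Red; RT 30 min; fluor. t0 & final.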
PI4K2A inh – inhibitors of human PI4K2A. Q9BTU6. actives 0.13% (n = 420,000). activity change, negative = inhibition, % at 76.9 µM. purified PI4K2A, ADP-Glo luminescence, 1 h; active compounds read low. AID 1346378; in the data active means activity change below about -50%; inconclusive means mostly about -30% to -49%;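 further: -100% = wells without enzyme as full effect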
Target sequence (Q9BTU6 whole entry, looked up): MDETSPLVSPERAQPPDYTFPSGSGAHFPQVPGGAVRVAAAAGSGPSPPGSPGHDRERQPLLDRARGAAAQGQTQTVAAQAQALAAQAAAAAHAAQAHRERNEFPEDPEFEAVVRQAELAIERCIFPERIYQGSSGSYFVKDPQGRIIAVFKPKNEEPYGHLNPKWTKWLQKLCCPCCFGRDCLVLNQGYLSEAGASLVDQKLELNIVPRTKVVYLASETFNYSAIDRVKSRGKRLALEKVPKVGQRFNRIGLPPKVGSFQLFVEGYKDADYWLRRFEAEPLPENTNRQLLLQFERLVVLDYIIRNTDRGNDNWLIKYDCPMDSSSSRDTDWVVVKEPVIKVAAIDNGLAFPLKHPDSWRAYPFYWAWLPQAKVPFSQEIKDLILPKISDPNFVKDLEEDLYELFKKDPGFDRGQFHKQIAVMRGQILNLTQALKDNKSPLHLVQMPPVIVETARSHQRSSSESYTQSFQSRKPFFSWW
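Compounds are screened against recombinant PI4K2A using PI as substrate and ATP, the latter dispensed at 300 microM. Reactions run one hour at ambient temperature before ADP-Glo detection; full inhibition defined by wells lacking enzyme.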
ERG-DNA inh – ERG Ets/DNA interaction inhibition; P11308; fluorescence polarization, His-ERG Ets domain / labelled DNA; Potency, µM (doses to about 76.9 µM), without a hit: at the top dose FP activity, negative = inhibition, actives largely listed as inhibitors; actives 0.028% (n = 370,000); AID 624246; active means well fitted inhibition curve with a large enough effect in the polarisation, with a control signal flat; inconclusive means small, poorly fitted or top-dose-only effect, or effect the other way, or a change in a side signal; inactive means no such curve, though single readings can be large or run the other way; the % refers to the polarisation;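 further: polarization taken with two DNA probes labelled with fluorescein and Texas red; potency means the concentration at half of the fitted maximal effect; % of control where 0% means no effect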
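His-tagged ERG Ets domain (1 uM in the protein solution; 300mM KCl, 50mM Tris-HCl, 1mM EDTA, 1mM DTT, pH 7.5) received compound, then a probe mix of 5 nM fluorescein-DNA and 100nM Texas-615-DNA. Fluorescence polarization was read for both dyes.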
JMJD2A Tudor inh – inhibitors of human JMJD2A Tudor domain; O75164; AlphaScreen JMJD2A-Tudor / H3K4me3 peptide binding; Potency, µM (titrated, usually from 114 µM), for inactives: at the top dose activity change, negative = inhibition, actives largely listed as inhibitors; actives 4.4% (n = 390,000); further: potency means the concentration at half of the fitted maximal effect; on the % scale 0 is the no-effect control and ±100 the full control effect; nearly all actives have a fitted effect of over 50% in size
HP1b binding inh – HP1-beta chromodomain-methylated histone interaction inhibition; AID 540317; actives 0.56% (n = 390,000); AlphaScreen HP1-beta / biotin-H3K9me3 peptide binding; Potency, µM (doses to about 114 µM), inactives show at the highest dose activity change, negative = inhibition, actives largely listed as inhibitors; further: potency means the concentration at half of the fitted maximal effect; nearly all actives have a fitted effect of over 70% in size; inactives centre near 23
Target sequence (P83916 whole entry, looked up): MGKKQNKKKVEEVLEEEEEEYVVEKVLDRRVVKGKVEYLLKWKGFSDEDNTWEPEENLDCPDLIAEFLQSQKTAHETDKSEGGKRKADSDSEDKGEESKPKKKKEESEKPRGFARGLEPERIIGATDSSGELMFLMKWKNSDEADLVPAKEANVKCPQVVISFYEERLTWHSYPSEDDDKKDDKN
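AlphaScreen: HP1-beta (50 nM) preformed 30 min with biotin-H3(1-18)K9me3 peptide (50 nM) in PBS pH 7.4, 0.01% Tween-20. Compound added for 30 min at RT, then streptavidin donor/nickel chelate acceptor beads (10 ug/mL) for 30 min.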
12-LOX inh – blocks human arachidonate 12S-lipoxygenase; P18054; purified 12hLO, xylenol orange hydroperoxide absorbance; Potency, µM (highest dose often 108 µM), without a hit: at the highest dose activity change, negative = inhibition, usual class: inhibitors; actives 1.1% (n = 580,000); AID 1671190; further: potency means the concentration at half of the fitted maximal effect; on the % scale 0 is the no-effect control and ±100 the full control effect
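Purified human 12hLO at 150 nM in 25 mM Hepes, 0.01% Triton X-100, pH 7.0, preincubated 15 min at room temperature with compound. Reaction started with 40 uM arachidonic acid, 30 min at room temperature. Hydroperoxide measured by Fe-xylenol orange, 573/405 nm absorbance ratio.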
RGS4 inh – inhibitors of human regulator of G protein signaling 4. AID 504845. Potency, µM (titrated, usually from 114 µM), for inactives: at the highest dose activity change, negative = inhibition, most hits filed as inhibitors. Transcreener GDP fluorescence polarization, RGS4-accelerated GTP hydrolysis. actives 0.039% (n = 390,000); further: potency means the concentration at half of the fitted maximal effect; on the % scale 0 is the no-effect control and ±100 the full control effect; nearly all actives have a fitted effect of over 75% in size; some results filed as inactive show a strong effect at the top dose
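MLSMR compounds (23 nl, pin-transferred) preincubated 10 min at room temperature with a 500nM (2x) first reagent, then RGS4 at 900nM (2x) plus Transcreener GDP mix added; fluorescence polarization (620/688 nm) read before and after 90 min at 30 °C.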
BAZ2B inh – BAZ2B (human) inhibition; Q9UIF8; AlphaScreen BAZ2B-H3K14Ac peptide displacement; Potency, µM (doses to about 114 µM), without a hit: at the top dose activity change, negative = inhibition, usual class: inhibitors; actives 4.4% (n = 360,000); AID 504333; further: potency means the concentration at half of the fitted maximal effect; on the % scale 0 is the no-effect control and ±100 the full control effect; nearly all actives have a fitted effect of over 60% in size
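Protein-peptide AlphaScreen: BAZ2B 50 nM, b-H3K14Ac 50 nM, 1x PBS pH 7.4 + 0.01% Tween-20. Preincubation 30 min RT; cpd 30 min RT (top 110 uM); beads 20 min RT, light-protected.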
Numbers without * were called inactive; ? = inconclusive; nt = no result given; [ ] = remark or other dose. Unless noted, the call rests on the fitted dose curve; in most records, active means well fitted curve in the direction sought with a large enough effect; inconclusive means small, poorly fitted or top-dose-only effect, or another doubt; inactive means no such curve, though single readings can be large; an effect the other way counts as inactive or inconclusive.

SMILES	G9a block	GLS inhibitor	PI4K2A inh	ERG-DNA inh	JMJD2A Tudor inh	HP1b binding inh	12-LOX inh	RGS4 inh	BAZ2B inh
O=C(c1cc(-c2cccnc2)nc2ccccc12)N1CCC2(CC1)OCCO2	6%[59 µM]	-7%	-4	-6%	-6%	29%	-21%	-7%	7%
Cn1c(O)c(C=Nc2ccc(Cl)cc2)c(=O)n(C)c1=O	?	14%	-3	-8%	11%	40%[activator]	0%	27%	-8%
Cc1ccc(/C=C2\C(=O)NC(=S)N(c3ccc(F)cc3)C2=O)o1	4µM*	?	-11	26%	50µM*	-17%	?	?	56µM*
CCCc1cc(=O)oc2cc(OCC(=O)N3C[C@H]4C[C@@H](C3)c3cccc(=O)n3C4)ccc12	7%[12.7 µM]	-3%	0	-6%	-7%	34%	0%	-6%	-29%
CC(=O)N1CC(=O)Nc2ccc(C)cc2C1c1ccccc1 (centres undefined)	-9%	-11%	8	-8%	2%	37%	0%	-2%	-14%
COC(=O)C(O)(c1ccc(N(C)C(=O)COc2ccccc2)cc1)C(F)(F)F (centres undefined)	23%[59 µM]	-1%	-4	-7%	7%	33%	-15%	6%	-22%
Cc1ccc(N2C(=O)/C(=C/N3CCN(C(=O)c4ccco4)CC3)C(=O)NC2=S)cc1C	54%[activator][12.7 µM]	-2%	-7	1%	-14%	5%	40µM*	-32%	-31%
Cc1cccc(NP2(=O)NCCCN2)c1	nt	-11%	-6	17%	-17%	-16%	-2%	9%	nt
Cc1cc(C(=O)CS(=O)(=O)c2ccccc2)cc(C)c1OC(=O)N(C)C	8%	0%	0	6%	-1%	36%	-1%	6%	-12%
CC1=C2C(=O)C3C(CC=C4CC(OC5OC(O)C(O)C(O)C5CO)CCC43C)C2CCC12OC1CC(C)CNC1C2C (centres undefined)	0%	-14%	-3	9%	-4%	2%	-1%	19%	1%
Cc1ccc(CCNC(=O)Cn2nc(C)c3c(C)n(-c4ccc(C)cc4)nc3c2=O)cc1	-2%[59 µM]	0%	-3	-1%	5%	43%	?	-29%	?
COc1cc2c(C(=O)N3CCN(C)CC3)c(C)n(C)c2cc1Br	-45%	6%	4	-2%	-9%	11%	1%	15%	-4%
COc1ccc(C2C(C#N)=C(N)Oc3c2c(=O)oc2ccccc32)cc1Cn1cc([N+](=O)[O-])cn1 (centres undefined)	-3%	0%	3	-12%	-23%	30%	-2%	-48%	-21%[57.1 µM]
C=CCn1c(O)c(C(CC)=NCCc2c[nH]c3ccccc23)c(=O)[nH]c1=O	nt	7%	7	10%	-28%	13%	113%[activator]	-10%	?
Cc1c(C)c2ccc(OCC(=O)N3CCC[C@@H]3C(=O)O)c(C)c2oc1=O	nt	0%	0	-4%	?	16%	14%	8%	-9%[57.1 µM]
O=C1c2ccccc2C(Nc2ccc(S(=O)(=O)N3CCCCCC3)cc2)N1c1ccccn1 (centres undefined)	?	-5%	1	8%	-9%	35%	24%	-22%	8%
Cc1ccc(-c2nc(CN3C(=O)CN=C(c4ccccc4)c4ccccc43)c(C)o2)cc1	?	3%	0	-4%	3%	43%[activator]	-16%	5%	4%
O=c1[nH]c(=S)n(C2CC2)c(O)c1C=NCc1ccc(F)cc1	-26%	1%	3	5%	-7%	24%	0%	18%	14%
COc1cc(O)cc2c1C(=O)OC(C)CCCC(=O)CCC/C=C\2 (centres undefined)	-16%	-8%	-5	4%	-4%	46%[activator]	-7%	-14%	-37%
COc1cc(C=C2C(=O)NC(=O)NC2=O)ccc1O	-11%[12.7 µM]	17%	?	9%	-9%	38%	?	?	-8%
O=C(NCCCN1CCOCC1)NC12CC3CC(CC(C3)C1)C2	14%	-6%	1	0%	4%	47%[activator]	7%	3%	17%
CCC(C)N1C(=O)/C(=C\c2cnc(N(C)C)nc2)C(=O)NC1=S (centres undefined)	7.9µM*	?	-15	42%[activator]	?	-1%	?	?	?
COc1cccc(-n2c(=S)[nH]c3ccccc3c2=O)c1	5%	-8%	-1	25%	-1%	36%	3%	-23%	-8%
CC(=O)OC1N=C(c2ccccc2)c2cc(C)ccc2NC1=O (centres undefined)	0%	2%	-1	1%	-10%	24%	0%	-23%	1%
Cn1c(=O)oc2cc(S(=O)(=O)N3CCc4ccccc43)ccc21	34%[activator]	-13%	-23	-7%	1%[11.4 µM]	80%[activator]	0%	-5%[11.4 µM]	-39%

Later entries.
SMILES	G9a block	GLS inhibitor	PI4K2A inh	ERG-DNA inh	JMJD2A Tudor inh	HP1b binding inh	12-LOX inh	RGS4 inh	BAZ2B inh
CC(C)N1CCN(Cc2cccc([N+](=O)[O-])c2)CC1	3.5µM*	-26%	1	-11%[15.4 µM]	0.89µM*	?	?	-6%	50µM*
CC(=O)Nc1nc(CCl)cs1	20µM*	-3%	3	-11%	-30%	32%	-7%	-44%	-19%
CC[C@@]1(O)C(=O)OCc2c1cc1n(c2=O)Cc2cc3c(NC(=O)CN)cccc3nc2-1	?	-11%	-3	-7%	-22%	41%[activator]	8%	-12%	?
CCCC/C(=N/O)c1c(C)[nH]c2ccccc12	5%	6%	-9	16%	-16%	-9%	32%[activator]	9%	-27%
COCCCn1c(N)c(C(=O)NCc2ccco2)c2nc3ccccc3nc21	nt	-20%	-3	13%	45%[activator]	101%[activator]	?	-32%	-34%
CCOP(=O)(OCC)C(NC(=O)c1ccccc1)C(Cl)(Cl)Cl (centres undefined)	-48%	9%	1	-15%	-21%	13%	-1%	12%	-25%
O=P(Oc1ccccc1)(Oc1ccccc1)N1CCOCC1	nt	-12%	0	3%	-2%	28%	2%	-7%	nt
CCOC(=O)c1[nH]c(=O)c2ccccc2c1O	?	36%[activator]	-8	-1%	-17%	4%	-10%	-2%	15%
CCC1(CCc2ccncc2)C(=O)NC(=O)NC1=O	?	-4%	-2	-3%	-3%	23%	-2%	-40%	?
C[n+]1c(-c2ccccc2)cc(CCCCc2cc(-c3ccccc3)[n+](C)c(-c3ccccc3)c2)cc1-c1ccccc1	40µM*	0%	0	20%	?	-19%	?	-10%	?
COc1ccc(Cn2c(O)c(/C=N/NC(=O)c3ccccc3)c(=O)[nH]c2=O)cc1	-44%[59 µM]	28%	-4	1%	79µM*	36%	-25%	?	50µM*
O=P(Oc1ccccc1)(N1CCOCC1)N1CCOCC1	nt	-12%	2	-8%	-10%	13%[57 µM]	-49%	7%	nt
CCCCc1ccc(NC2=NCCCS2)cc1	6%	25%	-4	-7%	-8%	21%	-12%	10%	-2%
CN(C)CCSC1c2ccccc2CSc2ccccc21 (centres undefined)	nt	-2%	-5	1%	?	-15%	-1%	-9%	nt
COC(=O)C1=C(c2ccccc2)C[C@@H]2CC[C@H]1N2C(=O)N1CCC(O)CC1	nt	2%	-2	8%	-2%	26%	0%	-7%	nt
c1ccc(-c2ccc(-c3[nH]ncc3CN3CCC(N4CCSCC4)CC3)cc2)cc1	12%[0.501 µM]	2%	-1	-1%	?	1%	-3%	5%[56.9 µM]	-28%
Cc1ccccc1-n1c(O)c(/C=C2/C(c3ccccc3)=Nc3ccccc32)c(=O)[nH]c1=O	?	22%	-7	3%	?	?	-23%	10%	?
COCCCNP1(=O)OCC(C)([N+](=O)[O-])CO1 (centres undefined)	nt	-2%	-5	nt	-5%	42%[activator]	0%	-35%	nt
CN1CCCN(C(=O)COc2ccc(F)cc2Cl)CC1	nt	4%	-2	0%	-2%	56%[activator]	-7%	-4%	-12%
CN(C)C1(c2nnnn2-c2ccc(Cl)cc2)CCCCC1	27%	1%	-2	17%	-11%	34%	-12%	7%	6%
FC(F)(F)c1ccccc1CCN1CCNCC1	?	0%	-1	-8%	-25%	26%	-11%	3%	-29%
CCCc1nn(C)c2c1C(c1ccncc1)C(C#N)=C(N)O2 (centres undefined)	?	-1%	-9	-15%	-25%	35%	0%	-30%	8%
CN(C(=O)c1ccco1)C1(c2ccccc2Cl)CCCCC1=O (centres undefined)	-21%[59 µM]	-1%	2	-6%	-1%	36%	4%	11%	-1%
C1CCCN(C2CCNCC2)CC1	?	4%	-1	5%	4%	39%	-1%	-17%	-6%
O=C(Nc1nn[nH]n1)c1cccc([N+](=O)[O-])c1	25µM*	-22%	-8	-7%	22µM*	20%	-9%	6%	79µM*
Cc1cccc(CN2CC=C(c3noc(CCC(=O)Nc4ccc(C)c(F)c4)n3)CC2)c1	?	-24%	1	2%	?	21%[57 µM]	-21%	-5%	?
CSc1nc(Cl)c(Br)c(N2CC2)n1	nt	5%	-20	3%	?	20%[57 µM]	-11%	?	nt

For convenience, some entries already given.
SMILES	G9a block	GLS inhibitor	PI4K2A inh	ERG-DNA inh	JMJD2A Tudor inh	HP1b binding inh	12-LOX inh	RGS4 inh	BAZ2B inh
O=C(Nc1nn[nH]n1)c1cccc([N+](=O)[O-])c1	25µM*	-22%	-8	-7%	22µM*	20%	-9%	6%	79µM*
Cc1cccc(CN2CC=C(c3noc(CCC(=O)Nc4ccc(C)c(F)c4)n3)CC2)c1	?	-24%	1	2%	?	21%[57 µM]	-21%	-5%	?
CSc1nc(Cl)c(Br)c(N2CC2)n1	nt	5%	-20	3%	?	20%[57 µM]	-11%	?	nt

Screening results deposited in PubChem by National Center for Advancing Translational Sciences (NCATS).

These rows are one share of the data; rates above refer to the full screens.
